Peg3 promoter: Peg3 promoter-driven luciferase inhibitors, primary screen, cell-based, HeLa, luciferase luminescence; HeLa PEG-Prom luciferase reporter, overnight; inhibition, % at 20 µM; hit rate 1.7% among 360,000;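 active = inhibition of at least 50% at 20 µM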
KKLEB cytotox: cytotoxicity in KKLEB CF airway cells, primary screen, cytotoxicity control for CF NF-kB inhibitor project, cell-based, uHTS, fluorescence assay plates; KKLEB CF airway cells viability, ATPlite luminescence, overnight; hits give low values; cells stimulated with P. aeruginosa culture filtrate; activity change (cytotoxicity), % at 5 µM; hit rate 0.36% among 360,000; AID 602141, 2011;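 active = corrected activity change at or below -50% at 5 µM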
Vif imaging: HIV Vif self-association inhibitors, primary screen, imaging, HEK293T, single point; HEK293T cells, Vif self-association by quenched fluorescence, 24 h; inhibition, % at 7.49 µM; hit rate 0.35% among 340,000; in the data active = inhibition above about 50%, passing the limit was not always enough; inconclusive = no clear call, values can overlap the other calls; inactive = below about 31%; note: some results filed as inactive read as strong as hits
NR2E3 ag-1: NR2E3 agonists in two-hybrid cells, primary screen, cell-based, luminescence, CHO-S, Gal4-NCOR/VP16-NR2E3; AID 602229, 2012; hit rate 0.35% among 360,000; luciferase; inhibition of corepressor binding, % at 3.98 µM; Photoreceptor-specific nuclear receptor (Homo sapiens), Q9Y5X4;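 active = inhibition above the mean of all tested compounds plus 3 SD, cut at about 70% in these data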;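 note: 0% = DMSO with NR2E3 transfected cells and 100% = cells lacking NR2E3 construct; higher means lower luciferase signal from less NR2E3 corepressor binding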
Target sequence (Q9Y5X4 whole entry, looked up, the tested form may be a part): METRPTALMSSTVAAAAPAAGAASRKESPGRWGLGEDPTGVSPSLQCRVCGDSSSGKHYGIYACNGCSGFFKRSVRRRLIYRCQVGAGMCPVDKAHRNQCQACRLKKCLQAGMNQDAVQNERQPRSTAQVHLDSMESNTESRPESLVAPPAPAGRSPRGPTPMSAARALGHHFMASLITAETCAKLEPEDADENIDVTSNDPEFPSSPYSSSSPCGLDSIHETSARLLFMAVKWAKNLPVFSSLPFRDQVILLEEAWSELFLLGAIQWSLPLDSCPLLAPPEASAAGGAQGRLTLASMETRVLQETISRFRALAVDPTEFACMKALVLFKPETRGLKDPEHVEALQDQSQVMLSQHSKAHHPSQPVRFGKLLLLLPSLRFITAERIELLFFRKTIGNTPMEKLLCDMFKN
PDI inh: inhibitors of human PDI, primary screen, biochemical, turbidity, single point, plate reader; Protein disulfide-isomerase (Homo sapiens), P07237; PDI insulin aggregation turbidity, A650, 90 min; inhibition, % at 10 µM; hit rate 0.052% among 350,000; AID 588391, 2011;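 active = mean inhibition across replicates of 30% or more, whatever share of single replicates reach that level; inconclusive = mean inhibition below 30% while every single replicate reaches 30%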;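 note: absorbance from insulin aggregation driven by PDI reduction with DTT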
Target sequence (P07237 whole entry, looked up): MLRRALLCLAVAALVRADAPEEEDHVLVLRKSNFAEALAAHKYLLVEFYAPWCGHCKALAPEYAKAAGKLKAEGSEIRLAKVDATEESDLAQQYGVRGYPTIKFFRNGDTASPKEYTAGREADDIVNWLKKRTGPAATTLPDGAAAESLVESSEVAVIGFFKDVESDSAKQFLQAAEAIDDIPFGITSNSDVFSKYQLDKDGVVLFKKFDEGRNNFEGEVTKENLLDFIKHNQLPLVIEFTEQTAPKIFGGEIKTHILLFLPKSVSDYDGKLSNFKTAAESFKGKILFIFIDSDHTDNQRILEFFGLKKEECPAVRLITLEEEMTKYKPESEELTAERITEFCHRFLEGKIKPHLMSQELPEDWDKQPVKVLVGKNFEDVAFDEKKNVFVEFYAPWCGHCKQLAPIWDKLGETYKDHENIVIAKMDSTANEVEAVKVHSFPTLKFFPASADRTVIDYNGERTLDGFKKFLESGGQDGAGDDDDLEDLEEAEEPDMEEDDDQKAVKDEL
CF NFkB inh: inhibitors of PAF-induced NF-kB signaling, primary screen, cell-based, GFP fluorescence, uHTS; hit rate 0.86% among 360,000; KKLEB NF-kB-GFP reporter, GFP fluorescence overnight; inhibition, % at 5 µM;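 active = at least 50% inhibition at 5 µM, scaled per plate between neutral and stimulator controls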;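 note: PAF is a Pseudomonas aeruginosa culture filtrate used as stimulus; plate controls were PAF-stimulated DMSO wells for no effect and unstimulated DMSO wells for full effect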
CaV13 ICDI inh: Disruptors of the CACNA1D IQ motif to Ca2+-dependent inactivation inhibitor domain association, primary screening, Förster resonance energy transfer in intact living … | hit rate 0.098% among 340,000 | HEK cells, CFP/YFP FRET ICDI-IQ, plate reader, 10 min; percent FRET-ratio fall versus neutral wells | inhibition, % at 12.3 µM | AID 743397;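 active = mean replicate inhibition of at least 30% and at least 1% of replicates passing that level; inconclusive = only one of the two criteria is met; inactive = neither criterion is met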;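 note: 0% = median of the neutral control wells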
TRPM1 prom inh: inhibitors of MITF-dependent TRPM1 promoter reporter, primary screen, cell-based, SK-MEL-5, single point, luciferase; AID 488899, 2010; SK-MEL-5 TRPM1 promoter luciferase, 24 h; inhibition, % at 12.5 µM; hit rate 0.83% among 330,000;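 active = mean inhibition across replicates of 60% or more, whatever share of single replicates reaches that level; inconclusive = some that reach 60%, reason not given; inactive = mean inhibition across replicates below 60%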; note: values of inactives mirror those of a sister screen read the other way
Shn3 inh set2: reduction of Shn3 3'UTR firefly luciferase signal, primary screen, Schnurri-3 inhibitor project, cell-based, Clone20 osteoblasts, set 2; inhibition, % at 12.5 µM; hit rate 0.52% among 360,000; Clone20 osteoblast Shn3 3'UTR firefly luciferase, 24 h;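 active = mean inhibition of at least 75% with every replicate also reaching 75%; inconclusive = mean inhibition at least 75% but some replicate below; inactive = mean inhibition below 75%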;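 note: 0% = median of neutral control wells and 100% = pilot-screen positive control compound; some compounds past the cut are filed as inactive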
HIF-2a block: HIF-2a reporter inhibitors, primary screen, luminescence, 786-0 RCC cells; AID 624352, 2012; inhibition, % at 18.8 µM; 786-0 RCC cells HIF-2a reporter, luciferase luminescence, overnight; hit rate 0.72% among 360,000;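 active = inhibition of the luminescence signal of 40% or more relative to plate controls, in a single-dose primary screen at 18.75 µM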
NR2E3 ag-2: inhibitors of NR2E3-RetCOR corepressor binding, primary screen, NR2E3 agonist project, biochemical, TR-FRET, GST-NR2E3, biotin-RetCOR. Photoreceptor-specific nuclear receptor (Homo sapiens), Q9Y5X4. 1536-well. inhibition of corepressor binding, % at 4.78 µM. hit rate 0.12% among 320,000. AID 2300, 2010;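 active = percent inhibition above the cutoff of mean plus 3 SD of all tested compounds, set per screening campaign, cut at about 20% in these data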;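 note: 0% = DMSO wells and 100% = biotin wells as full block of FRET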
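Material: NR2E3–RetCOR corepressor complex / Incubation: Compound–protein incubation for 5 h at 4 °C / Dosing: compound at 4.8 µM, single dose / Detection: time-resolved FRET / Benchmarks: high control biotin, low control 0.6% DMSO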
Numbers without * were called inactive; ? = inconclusive; · = no result given.

Molecule,Peg3 promoter,KKLEB cytotox,Vif imaging,NR2E3 ag-1,PDI inh,CF NFkB inh,CaV13 ICDI inh,TRPM1 prom inh,Shn3 inh set2,HIF-2a block,NR2E3 ag-2
CC(C)=NNc1nc(-c2ccc([N+](=O)[O-])cc2)cs1,-142,6,-3,-15,2,-46,-3,-35,-1,-195,3
CS(=O)(=O)N1N=C(c2ccccc2)CC1c1ccc2c(c1)OCO2 (configuration not stated),-191,0,3,-85,-3,-5,-6,-37,-19,-225,2
CCc1ccc2c(c1)C(=O)C(=O)N2CC(=O)Nc1ccc(NC(=O)c2ccccn2)cc1,-31,3,-12,-13,5,12,-5,13,-6,-36,3
COC(=O)C(NC(=O)CCc1c(C)nc2ncnn2c1C)C(C)C (configuration not stated),-5,2,·,-13,-5,-1,-5,12,-9,5,-5
COc1ccc(-c2cc(C(=O)N3CCN(c4ccccc4F)CC3)c3ccccc3n2)c(OC)c1,51*,13,7,-15,16,-9,-6,21,16,22,1
COc1ccc([C@H]2CC(=O)C=C(c3ccc(SC)cc3)C2)cc1,-85,-17,24,-4,-5,1,-3,-28,-11,-92,3
O=C(Nc1nc2ccc(S(=O)(=O)N3CCCC3)cc2s1)C1CCCCC1,26,-7,-2,-23,-1,31,-9,7,10,20,0
COc1ccc2nc3ccccc3nc2c1N,-224,-4,8,-16,2,11,-4,-44,-145,-271,-26
Cc1ccn(CC(=O)N2CCCC(N3CCN(c4ccc(F)cc4)CC3)C2)n1 (configuration not stated),4,0,0,-14,-6,-1,-2,8,4,7,·
CCCn1c(=S)[nH]c2ccccc2c1=O,7,16,1,0,7,-12,-6,-16,-5,3,-1

Further compounds:
Molecule,Peg3 promoter,KKLEB cytotox,Vif imaging,NR2E3 ag-1,PDI inh,CF NFkB inh,CaV13 ICDI inh,TRPM1 prom inh,Shn3 inh set2,HIF-2a block,NR2E3 ag-2
CCOC(=O)N1CCN(C(=O)CN(C)S(=O)(=O)c2ccc(Cl)cc2)CC1,3,10,36,0,3,-7,-3,·,-2,4,1
CC(C)Cn1c(S(=O)(=O)O)nc2ccccc21,0,5,2,-9,1,-10,-5,4,16,9,2
O=C(Nc1cccc(Cl)c1)c1ccc(F)c(S(=O)(=O)NCc2ccc3c(c2)OCO3)c1,17,7,-1,-23,0,-7,-4,-16,23,27,-2
O=C(/C=C/c1ccco1)NC(=S)N1CCCCC1,-37,-9,-9,-24,-5,-3,-3,-14,-5,-28,-1
CNC(=O)c1ccc(-c2ccc(Cl)c(Cl)c2)s1,-220,-2,-3,-93,-7,-16,-5,-46,-32,-233,-1
CNS(=O)(=O)c1cccc(C(=O)OCC(=O)N2CCCC2)c1,5,16,-5,24,6,-26,-4,1,0,3,4
Cc1onc(-c2c(F)cccc2Cl)c1C(=O)Nc1nnc(-c2ccccc2)s1,16,8,0,-10,1,-8,-3,1,10,-2,3
CCc1nc2cc(C)nn2c2nc3ccccc3n12,-30,14,10,-10,-1,-40,-6,-12,-20,-23,2
Cc1ccc(NC(=O)C2C3CCCC2C3c2ccccc2)cc1 (configuration not stated),10,4,-4,-10,-9,4,-20,-27,-32,18,5
CN(C)C(=O)C(NC(=O)c1ccccc1)=C(Cl)Cl,8,7,12,-11,-2,4,-3,4,-9,11,4

Other entries follow.
Molecule,Peg3 promoter,KKLEB cytotox,Vif imaging,NR2E3 ag-1,PDI inh,CF NFkB inh,CaV13 ICDI inh,TRPM1 prom inh,Shn3 inh set2,HIF-2a block,NR2E3 ag-2
O=C(CCc1nc2ccccc2c(=O)[nH]1)NCc1ccccn1,9,4,16,-20,-1,4,-5,-1,22,10,1
COCCN=C1N[C@@H](c2ccccc2)C(C(=O)OC)=C(C)N1Cc1ccccc1,-13,14,6,-6,-23,-2,-6,-7,-2,8,3
CC(C)c1ccc(S(=O)(=O)N(C)C2(C)CCS(=O)(=O)C2)cc1 (configuration not stated),5,7,-1,12,-3,4,-2,-3,-8,-4,2
Cc1cccc(N2C(=O)CC(N3CCN(c4cccc(C(F)(F)F)c4)CC3)C2=O)c1 (configuration not stated),2,4,-4,-8,-1,-13,-4,7,11,3,0
CNC(=O)COC(=O)c1ccc(-c2nc3ccccc3s2)s1,-47,1,12,-66,5,-5,-7,5,-20,-52,-2
CC(=O)N1CCN(c2ccc(NC(=O)c3ccc(Br)o3)cc2Cl)CC1,-52,8,-5,-2,3,-14,-7,16,·,-96,-2
Cc1ccc(S(=O)(=O)CCC(=O)Oc2ccc3c(C)cc(=O)oc3c2)cc1,4,-7,-1,0,1,-7,-14,7,12,-7,0
COc1ccccc1N1C(=O)Cc2ccccc2C1=O,10,0,9,1,1,6,-4,3,12,9,1
CCNC(=O)CC1C(=O)N(c2ccc(F)cc2)C(=O)N1CCc1ccc(OC)cc1 (configuration not stated),6,0,14,-8,0,5,-7,41,-16,18,0
COC(=O)c1ccccc1OCc1cc(=O)oc2ccc(C)cc12,16,-4,5,-19,·,2,-9,·,7,-1,·

Next compounds
Molecule,Peg3 promoter,KKLEB cytotox,Vif imaging,NR2E3 ag-1,PDI inh,CF NFkB inh,CaV13 ICDI inh,TRPM1 prom inh,Shn3 inh set2,HIF-2a block,NR2E3 ag-2
Cc1cc(NC(=O)CCC(=O)N(CC(=O)NC2CCCC2)c2ccc3c(c2)OCCO3)no1,-2,-6,-2,-7,-8,-18,-4,4,-6,16,2
O=C(CSc1nnc(-c2ccccc2)n1-c1ccc(Cl)cc1)N/N=C/c1ccccc1C(=O)O,-1,-8,·,-35,9,7,-6,-4,7,11,1
COc1cc(CNc2ncn[nH]2)ccc1OCC(=O)NC(C)(C)C,4,17,-5,-13,2,-1,-2,6,4,10,3
C/C(=N\NC(N)=S)C1C2C3CC4C5CC(C42)C1C53 (configuration not stated),5,6,-4,-15,-2,-14,4,16,-1,13,2
O=C(c1ccccc1NS(=O)(=O)c1ccc(Br)s1)N1CCOCC1,8,7,10,-18,-3,-1,-3,-1,9,23,-1
Cc1c([N+](=O)[O-])cc(C(=O)Oc2ccc(Br)cc2C(=S)N2CCCCC2)cc1[N+](=O)[O-],28,2,10,-5,-3,7,-6,-8,-6,9,-2
CC(C)[C@H](NC(N)=O)C(=O)Nc1cccc(S(=O)(=O)N2CCOCC2)c1,6,-11,2,-1,9,0,7,3,5,8,3
CCc1sc(C(=O)Nc2cccc(C(C)=O)c2)cc1C,-156,5,-5,-46,-5,-46,-7,-10,-31,-242,0
Cc1c(N/C=C/C(=O)C(F)(F)F)c(=O)n(-c2ccccc2)n1C,12,-8,?,-6,-3,23,-13,-3,5,11,0
Cc1ccc(-c2nnc(N3CCCCC3)c3ccccc23)cc1S(=O)(=O)N(C)C,29,0,-6,0,1,10,-10,17,38,16,0

Other compounds
Under each structure – Peg3 promoter	KKLEB cytotox	Vif imaging	NR2E3 ag-1	PDI inh	CF NFkB inh	CaV13 ICDI inh	TRPM1 prom inh	Shn3 inh set2	HIF-2a block	NR2E3 ag-2
COc1ccc(CNC(=O)c2ccc(CS(=O)(=O)Cc3ccccc3F)o2)cc1
 : 7	6	8	-23	1	-8	-6	-1	-3	13	-3
Cc1noc(C)c1CCC(=O)NC1CCCN(Cc2ccc(Cl)cc2)C1 (configuration not stated)
 : 36	10	-4	2	8	-13	-6	9	-2	16	2
COc1cc(C2C(=O)c3ccccc3C2=O)ccc1O
 : 1	8	0	-39	1	-20	-76	-34	-30	10	5
S=C(NCc1ccccc1)NCc1ccc2c(c1)OCO2
 : 16	6	·	-4	1	17	-5	11	15	9	-1
O=c1[nH]c2ccc(S(=O)(=O)N3CCN(C4CCCCC4)CC3)cc2[nH]c1=O
 : 11	-11	11	-3	4	22	-3	3	-38	9	3
COc1ccc(C(=O)N/N=C\c2coc3ccccc3c2=O)cc1
 : 10	23	8	-5	-2	-26	-5	-1	7	17	-11
COc1ccc(S(=O)(=O)N(C)c2ccc(C(=O)NCC3CCCO3)cc2)cc1OC (configuration not stated)
 : -2	-22	0	-18	-4	24	-5	-6	-15	15	1
CCCn1c(C)cc(C(=O)CSc2nc3ccccc3c(=O)n2Cc2ccco2)c1C
 : -271	-3	4	-70	-4	15	-3	-35	-29	-202	4
O=C(Nc1ccc(Cl)cc1F)C1CC1c1ccccc1 (configuration not stated)
 : -93	1	0	-28	-4	-1	-6	-25	-50	-136	4

High-throughput results deposited in PubChem by several laboratories.
